Screens (PubChem BioAssay)
M5 PAM – positive allosteric modulators of human muscarinic M5 receptor; P08912; CHO-K1 hM5, Fluo-8 calcium, ACh EC20 PAM; 0% = ACh EC20, 100% = ACh EC100; activation, % at 3 µM; 0.3% of 360,000 active; AID 624038;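 active = activation above the run cutoff, the mean activation of all test compounds plus 3 SD, cut at about 18% in these data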
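Replicates: One well per compound, no replicates | System: Human M5 receptor in CHO-K1 cells | Benchmarks: Low control EC20 acetylcholine (0%), high control EC100 acetylcholine (100%) | Probe or stimulus: Acetylcholine, EC20 level | Times: Fluo-8 loading 80 min at 37 °C plus 30 min room temperature | Signal: Intracellular calcium via Fluo-8 fluorescence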
TAAR1 agonist – agonists of human TAAR1; Q96RJ0; CHO RD-HGA16 TAAR1, Fluo-8 calcium fluorescence; vehicle wells 0%, saturating PEA agonist 100%; activation, % at 3 µM; 0.99% of 360,000 active;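 active = activation above the mean activation of all test compounds in the run plus 3 SD, cut at about 38% in these data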
Target sequence (Q96RJ0 whole entry, looked up): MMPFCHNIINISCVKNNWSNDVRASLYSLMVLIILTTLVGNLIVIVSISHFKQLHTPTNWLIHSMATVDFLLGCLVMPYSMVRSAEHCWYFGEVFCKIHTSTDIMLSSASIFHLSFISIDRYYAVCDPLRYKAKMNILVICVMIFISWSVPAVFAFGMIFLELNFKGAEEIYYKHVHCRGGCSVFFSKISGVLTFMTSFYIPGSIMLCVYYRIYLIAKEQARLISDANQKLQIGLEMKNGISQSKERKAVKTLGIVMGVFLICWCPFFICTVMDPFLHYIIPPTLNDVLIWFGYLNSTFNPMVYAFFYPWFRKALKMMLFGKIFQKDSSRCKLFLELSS
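Test system: RD-HGA16 (CHO) cells co-expressing Gα16 and hTAAR1 | Doses: Single dose, 3 µM | Schedule: 17-24 h seeding, 75 min 37 °C dye, 30 min RT | Evaluation: % activation from peak over basal fluorescence ratio, DMSO-to-PEA scaled | Technique: Kinetic Fluo-8 calcium fluorescence | Benchmarks: Low control DMSO, high control PEA (EC100)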
CHRM5 agonist – CHRM5 agonism in calcium assay. P08912. CHO-K1 hM5 cells, Fluo-8 calcium fluorescence; 0% DMSO wells, 100% maximal acetylcholine response. activation, % at 3 µM. 0.19% of 360,000 active. AID 624037;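 active = activation above the run's mean over test compounds plus 3 SD, cut at about 23% in these data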;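 also: signal is peak over basal fluorescence ratio across the kinetic read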
CRFBP-R2 block – antagonists of CRF-binding protein/CRF-R2 receptor complex; HEK293 CRF-R2/CRF-BP, CRF-induced calcium fluorescence; inhibition, % at 11.8 µM; 0.59% of 350,000 active; AID 588475;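 active = inhibition of the ligand-induced calcium signal above about 50% at the single tested concentration, limit read from the data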
TAAR1 antagonist – human TAAR1 antagonism; inhibition, % at 3 µM; AID 624466; 1.5% of 360,000 active; CHO RD-HGA16 TAAR1, Fluo-8 calcium fluorescence, antagonist;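 active = inhibition above a per-plate cutoff, the mean inhibition of test compounds on that plate plus 3 SD, cut at about 49% in these data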;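 also: 0% = DMSO plus EC80 beta-PEA response and 100% = DMSO alone without agonist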
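Assay system: CHO-derived RD-HGA16 cells stably expressing human TAAR1 plus Gα16. Timing: 140 s kinetic read after compound, 140 s after agonist. Technique: kinetic Fluo-8 calcium fluorescence measurement. Measure: % inhibition of agonist calcium response.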
M4 PAM – CHRM4 positive allosteric modulation. P08173. CHO-K1 hM4/Gqi5, Fluo-8 calcium fluorescence, ACh EC20; 0% = ACh EC20, 100% = maximal ACh. activation, % at 3 µM. 0.4% of 360,000 active. AID 624126;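 active = activation above its plate's cutoff, the mean activation of sample wells plus 3 SD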; also: some results filed as inactive read as strong as hits
Target sequence (P08173 whole entry, looked up): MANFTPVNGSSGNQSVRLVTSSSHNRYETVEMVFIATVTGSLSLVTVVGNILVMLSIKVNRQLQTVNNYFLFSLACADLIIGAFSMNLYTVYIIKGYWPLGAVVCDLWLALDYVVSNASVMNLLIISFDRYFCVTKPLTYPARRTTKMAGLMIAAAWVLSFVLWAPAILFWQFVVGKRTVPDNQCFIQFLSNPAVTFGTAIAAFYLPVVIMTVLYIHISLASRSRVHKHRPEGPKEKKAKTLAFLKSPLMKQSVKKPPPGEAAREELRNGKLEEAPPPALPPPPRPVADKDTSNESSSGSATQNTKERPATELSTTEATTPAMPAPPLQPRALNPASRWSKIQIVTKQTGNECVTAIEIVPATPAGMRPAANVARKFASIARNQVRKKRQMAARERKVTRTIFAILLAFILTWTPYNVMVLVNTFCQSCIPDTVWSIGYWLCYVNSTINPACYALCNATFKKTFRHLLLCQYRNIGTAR
M5 antag – CHRM5 antagonism in calcium assay | P08912 | CHO-hM5 cells, Fluo-8 calcium fluorescence, ACh EC80 | inhibition, % at 3 µM | 0.59% of 360,000 active | AID 624040;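 active = inhibition above a per-plate cutoff, the mean of that plate's test compounds plus 3 SD, cut at about 27% in these data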;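 also: 0% = acetylcholine EC80 with DMSO and 100% = DMSO without agonist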
CHO-K1 Ca PAM – nonselective activator or artifact in parental CHO-K1 calcium assay; ATP EC20, Fluo-8 calcium fluorescence; 0% at ATP EC20, 100% at ATP max; activation, % at 3 µM; 0.02% of 360,000 active;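 active = activation above the run cutoff, the mean activation of all test compounds plus 3 SD, cut at about 40% in these data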;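 also: peak over basal fluorescence ratio in a 140 s read after ATP addition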
CRFR2-BP ag – agonists of human CRF-binding protein/CRF-R2 receptor complex | HEK293 CRF-R2/CRF-BP, calcium dye fluorescence (FLIPR); percent of saturating CRF peptide response | activation, % at 13.2 µM | 0.46% of 350,000 active | AID 588473;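 active = activation of at least 50%, plus an integration ratio under a set limit after plate pattern correction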;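 also: plate controls were neutral control wells without compound for no effect and CRF at EC100 for full effect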
* marks the source's active call; other numbers are inactive results; x = no result given.

Values run as follows: M5 PAM	TAAR1 agonist	CHRM5 agonist	CRFBP-R2 block	TAAR1 antagonist	M4 PAM	M5 antag	CHO-K1 Ca PAM	CRFR2-BP ag
1: COc1ccccc1CN1CC(C(=O)NCc2cc(F)cc(C(F)(F)F)c2)CCC1=O (stereo not drawn)
    8	2	3	-1	-8	0	-19	14	-2.2
2: O=C(Cn1c(=O)oc2ccccc21)Nc1n[nH]c(=S)s1
    2	9	0	-7	-18	-3	1	-3	-3.0
3: CCN(CC)CCCNC(=O)c1ccccc1NC(=O)C1=CSCCO1
    -9	2	-5	0	-3	-4	26	-10	1.5
4: O=C(CCCN1C(=O)c2cccnc2Oc2ccc(Cl)cc21)N1CCCCC1
    -2	-1	-3	-1	-15	1	5	-4	0.1
5: C(=N\Nc1nc(N2CCCC2)nc(N2CCCC2)n1)/c1ccncc1
    4	7	3	12	4	-2	5	20	-0.3
6: Cc1cccc(N2CCN(C(=O)c3ccc4c(c3)CCN4S(C)(=O)=O)CC2)c1C
    0	3	-3	7	-9	0	-5	8	-2.6
7: Cc1ccc(Cl)cc1N1CCN(S(=O)(=O)c2ccc3[nH]c(=O)ccc3c2)CC1
    -4	1	3	6	9	1	1	10	-0.5
8: O=C(O)c1cc(-c2ccco2)nc2ccccc12
    -1	5	1	5	7	3	8	-5	1.4
9: CC12CCC(C(=O)NCc3ccc4c(c3)OCO4)(C(=O)C1=O)C2(C)C (stereo not drawn)
    -3	6	0	18	-4	-3	1	15	0.4
10: COCCN(CCOC)Cc1cc(=O)oc2cc(C)c(C)cc12
    0	4	1	x	1	5	6	15	x

Compound profiles (already shown). Screens in order: M5 PAM | TAAR1 agonist | CHRM5 agonist | CRFBP-R2 block | TAAR1 antagonist | M4 PAM | M5 antag | CHO-K1 Ca PAM | CRFR2-BP ag
CC12CCC(C(=O)NCc3ccc4c(c3)OCO4)(C(=O)C1=O)C2(C)C (stereo not drawn) is listed as -3 | 6 | 0 | 18 | -4 | -3 | 1 | 15 | 0.4
O=C(O)c1cc(-c2ccco2)nc2ccccc12 is listed as -1 | 5 | 1 | 5 | 7 | 3 | 8 | -5 | 1.4

(further entries)
Values run as follows: M5 PAM	TAAR1 agonist	CHRM5 agonist	CRFBP-R2 block	TAAR1 antagonist	M4 PAM	M5 antag	CHO-K1 Ca PAM	CRFR2-BP ag
11: CCC(=O)OCCNc1cc(SCCC(=O)OC)c2nonc2c1[N+](=O)[O-]
    -5	1	-5	11	-8	2	4	6	-0.7
12: CCCC1=C(C(=O)OCC)C(c2ccc(NC(C)=O)cc2)NC(=O)N1 (stereo not drawn)
    0	-2	2	4	1	6	1	27	-1.5
13: O=C1C=C(N2CCCCCC2)C2(CCCCC2)O1
    -14	8	-12	-33	-6	-15	7	16	1.3
14: CCOC(=O)N1CCN(C(=O)CCSc2ccc(C)cc2)CC1
    5	-1	1	11	0	7	2	10	2.4
15: CC(=O)N1c2c(cc(Br)cc2S(=O)(=O)NCC2COc3ccccc3O2)CC1C (stereo not drawn)
    0	15	-6	24	-6	0	3	10	1.0
16: O=C(CSc1ccccc1)NN1C(=O)c2ccccc2C1=O
    -5	1	-10	122*	3	-7	18	12	-2.2
17: Cc1ccc(-c2nc3cc(C)c(Br)c(C)n3c2Cc2cccc(F)c2)cc1
    -3	-1	-1	x	-29	-4	5	19	x
18: ClCC(CNCc1ccccc1)c1ccccc1 (stereo not drawn)
    6	13	-7	-7	-20	6	17	12	3.7
19: CCC(C)C(NC(=O)OCc1ccccc1)C(=O)NCC(c1ccccc1)N(C)C (stereo not drawn)
    -2	4	-6	-14	-11	-10	9	-18	1.4
20: COc1cccc(CN(CC(=O)NC2CCCC2)C(=O)Cn2nnc(-c3cccs3)n2)c1
    -8	3	-12	-7	5	4	-1	-12	-0.5

Reformatted bar-delimited: part of the list above.
cpd | SMILES | M5 PAM | TAAR1 agonist | CHRM5 agonist | CRFBP-R2 block | TAAR1 antagonist | M4 PAM | M5 antag | CHO-K1 Ca PAM | CRFR2-BP ag
9 | CC12CCC(C(=O)NCc3ccc4c(c3)OCO4)(C(=O)C1=O)C2(C)C (stereo not drawn) | -3 | 6 | 0 | 18 | -4 | -3 | 1 | 15 | 0.4
10 | COCCN(CCOC)Cc1cc(=O)oc2cc(C)c(C)cc12 | 0 | 4 | 1 | x | 1 | 5 | 6 | 15 | x
11 | CCC(=O)OCCNc1cc(SCCC(=O)OC)c2nonc2c1[N+](=O)[O-] | -5 | 1 | -5 | 11 | -8 | 2 | 4 | 6 | -0.7
12 | CCCC1=C(C(=O)OCC)C(c2ccc(NC(C)=O)cc2)NC(=O)N1 (stereo not drawn) | 0 | -2 | 2 | 4 | 1 | 6 | 1 | 27 | -1.5
13 | O=C1C=C(N2CCCCCC2)C2(CCCCC2)O1 | -14 | 8 | -12 | -33 | -6 | -15 | 7 | 16 | 1.3
14 | CCOC(=O)N1CCN(C(=O)CCSc2ccc(C)cc2)CC1 | 5 | -1 | 1 | 11 | 0 | 7 | 2 | 10 | 2.4
15 | CC(=O)N1c2c(cc(Br)cc2S(=O)(=O)NCC2COc3ccccc3O2)CC1C (stereo not drawn) | 0 | 15 | -6 | 24 | -6 | 0 | 3 | 10 | 1.0
16 | O=C(CSc1ccccc1)NN1C(=O)c2ccccc2C1=O | -5 | 1 | -10 | 122* | 3 | -7 | 18 | 12 | -2.2
17 | Cc1ccc(-c2nc3cc(C)c(Br)c(C)n3c2Cc2cccc(F)c2)cc1 | -3 | -1 | -1 | x | -29 | -4 | 5 | 19 | x

(more compounds)
Values run as follows: M5 PAM	TAAR1 agonist	CHRM5 agonist	CRFBP-R2 block	TAAR1 antagonist	M4 PAM	M5 antag	CHO-K1 Ca PAM	CRFR2-BP ag
21: CCCN(CCC)C(=O)CC(c1ccc(F)cc1)c1ccco1 (stereo not drawn)
    1	10	-10	-4	-4	-5	-2	18	-0.6
22: CC(=O)Nc1ccc(Cl)c(C(N)=O)c1
    5	11	3	-13	-8	11	-1	18	-0.2
23: COc1ccc2nc(SCC(=O)NC3CC3)c(C#N)cc2c1
    8	-3	0	-3	21	1	-7	18	-0.3
24: c1ccc2c(c1)ccn2CCCN1CCCCC1
    7	1	-9	-10	4	1	11	31	-0.9
25: c1ccc(COc2ccc(-c3cc4nc(NCc5ccc6c(c5)OCO6)ccn4n3)cc2)cc1
    -4	0	2	x	12	-6	11	2	x
26: O=C(Nc1ccc2c(c1)OCCO2)N1CCN(c2ccccc2)CC1
    -3	3	3	14	8	7	-2	8	-0.9
27: O=C(CN1C(=O)CC(c2ccco2)Sc2ccccc21)NCc1ccc2c(c1)OCO2 (stereo not drawn)
    -12	x	-2	22	x	-4	8	29	-1.8
28: Cc1onc(-c2ccccc2Cl)c1C(=O)N(C)C1CCCCC1
    0	-1	-3	-1	-9	5	4	14	-0.6
29: Cc1cc(=O)n2[nH]c(COc3ccccc3)nc2n1
    -1	0	-2	-31	5	-1	3	14	2.3
30: COc1cc(C(=O)NC(C)c2ccccc2)ccc1OCC(=O)N1CCOCC1 (stereo not drawn)
    -4	0	0	3	-2	-2	3	-26	0.4
31: CCn1c(CN2CCOCC2)nnc1SCC(=O)Nc1ccc(C)cc1
    -3	4	-2	-3	-14	0	15	-5	-0.2
32: COC(=O)c1ccc(C)c(NC(=S)NCc2ccc(Cl)cc2)c1
    -5	21	9	-87	6	-5	2	19	7.7
33: Cc1cc(C)cc(Cn2c3ccc(NC(=S)NCc4ccccc4F)cc3c(=O)n2C)c1
    6	4	-1	x	-16	4	-13	-2	x
34: O=C(CSc1cccc[n+]1[O-])Nc1cc(Cl)ccc1[N+](=O)[O-]
    5	2	5	20	-17	1	0	16	-4.2
35: O=C(NC1CC1)C1CCCN1C(=O)NC1CCCCC1 (stereo not drawn)
    6	1	-2	5	-7	-3	1	10	-1.9
36: C=C[C@@H]1c2ccccc2N(S(=O)(=O)c2ccc(C)cc2)[C@H](c2ccccc2)C1(C#N)C#N
    -4	-2	1	-7	28	-5	4	-2	0.5
37: Cc1cc(C(=O)COC(=O)COc2ccc(C#N)cc2)c(C)n1C1CC1
    6	2	5	-1	-21	4	-7	-7	-0.8
38: COc1cc(/C=N/NC(=O)CSc2nc3ccccc3n2C)cc(OC)c1OC
    -3	8	1	7	1	6	1	26	-4.2
39: COc1ccccc1OCC(=O)NCCS(=O)(=O)N1CCN(c2ccc(F)cc2)CC1
    -6	6	2	1	12	-1	8	24	0.3
40: CCC1CCCCN1CCCNC(=O)c1ccc(/C=C2/Sc3ccccc3NC2=O)cc1 (stereo not drawn)
    -5	4	-10	-17	6	-9	22	-16	-2.3
41: Cc1cccc(C)c1NC(=O)CSc1ncnc2[nH]ncc12
    8	4	1	-11	-3	1	10	-4	2.5
42: Cc1ccc2sc(N3CCN(CCNC(=O)c4ccco4)CC3)nc2c1C
    -1	5	4	-24	16	2	2	2	1.4
43: CCOC(=O)C1=C(c2ccccc2)Nc2ncnn2C1c1cccc(OC)c1OC (stereo not drawn)
    -2	2	-2	-21	-26	8	1	9	2.0
44: CCN1C(=O)[C@H]2[C@@H](c3ccc(-c4ccc5c(c4)OCO5)cc3)N3CCC[C@@]3(C(=O)OC)[C@H]2C1=O
    -1	13	3	3	27	9	12	5	0.2
45: O=C(O)c1ccc([N+](=O)[O-])c(CS(=O)(=O)c2ccccc2)c1
    8	4	-4	2	-3	1	3	16	2.5
46: NC(=O)COc1ccc(NC(=O)CC23CC4CC(CC(C4)C2)C3)cc1
    2	4	4	-17	5	3	0	27	0.4
47: Cc1c(C(=O)NCc2ccccc2C(F)(F)F)sc(=O)n1Cc1ccc(F)cc1
    -10	3	-1	x	13	-2	-2	1	x
48: C[C@@H]1CN([C@@H](C)CO)C(=O)c2cc(Br)cnc2O[C@H]1CN(C)C(=O)Cc1cccnc1
    0	1	1	4	-8	8	-1	25	3.1
49: CCN(CC)S(=O)(=O)c1cc(NS(=O)(=O)c2cccs2)ccc1C
    3	1	2	-4	-7	2	14	18	1.9
50: COc1ccccc1N1CCN(C(=O)c2[nH]c(C(F)(F)F)nc2-c2ccccc2)CC1
    4	2	4	x	3	4	1	14	x
